MrgX1 antagonist: human MrgX1 receptor antagonism, primary screen. Q96LB2. MRGX1-HEK293 calcium flux, Fluo-4, BAM8-22 antagonism; stronger effect = lower value. B-score at 10 µM. 310,000 tested, 1.3% active;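 active = calcium-response B-score plate-corrected more than 3 library SD below zero, starting fluorescence within 5 deviations, no agonist response on first addition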;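 also: peak minus trough fluorescence over baseline after final BAM8-22 challenge near maximal dose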
Target sequence (Q96LB2 whole entry, looked up): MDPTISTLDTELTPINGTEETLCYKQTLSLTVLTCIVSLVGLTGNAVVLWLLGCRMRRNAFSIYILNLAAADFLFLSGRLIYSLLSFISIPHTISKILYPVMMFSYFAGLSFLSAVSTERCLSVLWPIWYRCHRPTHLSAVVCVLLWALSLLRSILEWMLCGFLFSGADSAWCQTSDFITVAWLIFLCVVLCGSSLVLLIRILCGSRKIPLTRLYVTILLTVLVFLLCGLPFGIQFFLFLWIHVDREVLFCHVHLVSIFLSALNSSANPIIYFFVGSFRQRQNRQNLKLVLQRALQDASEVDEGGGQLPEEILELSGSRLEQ
TRPC6 activator: mouse TRPC6 channel activation; HEK293-TRPC6 membrane potential dye fluorescence; stronger effect = higher value; B-score at 10 µM; 310,000 tested, 0.13% active; AID 2550;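 active = B-score of the integrated fluorescence ratio above library mean plus 3 SD, and starting fluorescence ratio within library mean plus 5 SD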;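 also: higher score means more depolarization so channel activation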
MrgX1 PAM: allosterically activates human MrgX1 receptor signaling; 310,000 tested, 0.63% active; Q96LB2; MrgX1-HEK293, Fluo-4 calcium flux, FDSS; stronger effect = higher value; B-score at 10 µM;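 active = plate-corrected calcium response at least 3 library SD above typical, normal starting fluorescence, not activating the receptor alone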;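 also: compound read alongside a low EC10 to EC30 dose of BAM8-22 agonist; peak minus trough fluorescence over baseline measured at the second addition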
TRPC4 inh: blocks the mouse TRPC4 cation channel; B-score at 10 µM; 300,000 tested, 0.39% active; HEK293 TRPC4beta/mu-opioid, DAMGO-evoked Fluo4 calcium flux; stronger effect = lower value; Q9QUQ5;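 active = B-score over 3 SD under the library average, no early fluorescence shift, positive overall ratio signal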
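Signal: kinetic Fluo4 fluorescence imaging of calcium influx. Material: stable TRPC4beta/mu-opioid receptor HEK293 cells. Probe or stimulus: DAMGO in two steps, submaximal then maximal.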
ANO1 activ: mouse TMEM16A channel activation, primary screen; AID 623877; B-score at 10 µM; 340,000 tested, 0.3% active; HEK293 TMEM16A/YFP-H148Q/I152L, iodide quench fluorescence; stronger effect = lower value;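 active = fluorescence-ratio B-score plate-corrected deviation score at least 3 library SD below zero, with starting fluorescence score within 5 deviations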;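 also: channel opened by trigger with iodide after compound preincubation; score built on the fluorescence ratio of max minus min over baseline; more negative score means more quench and so TMEM16A activation or potentiation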
TRPC6 inh: inhibitors of mouse TRPC6 channel. B-score at 10 µM. 310,000 tested, 1.1% active. Q61143. AID 2553. HEK293-TRPC6, membrane potential dye, ACh-evoked depolarization; stronger effect = lower value;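 active = B-score under library mean minus 3 SD, initial fluorescence not abnormally high, positive integrated signal ratio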;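 also: B-score derived from integrated fluorescence ratio over the kinetic read; more negative B-score means stronger inhibition of depolarization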
ANO1 block: inhibitors of mouse TMEM16A calcium-activated chloride channel; Q8BHY3; HEK293 TMEM16A/YFP iodide influx fluorescence, ionomycin; normalized B-score (activity score, 25-100; higher = stronger inhibition) at 10 µM; 310,000 tested, 1.2% active; AID 588511;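 active = ratio plate-corrected score three or more library SD toward inhibition, starting fluorescence score within five deviations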;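 also: score derived from kinetic fluorescence span divided by baseline fluorescence per well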
TRPC4 potent: TRPC4 (mouse) allosteric potentiation; AID 2227; 310,000 tested, 0.42% active; B-score at 10 µM; Q9QUQ5; HEK293 TRPC4beta/mu-opioid, DAMGO EC20, Fluo-4 Ca2+ flux; stronger effect = higher value;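 active = B-score of calcium response area above 5 SD of library B-scores, with initial fluorescence ratio within 5 SD of library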;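 also: B-score of integrated fluorescence ratio over time as area under calcium response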
RGS4 block: human RGS4 inhibition; B-score at 10 µM; P49798; AID 463165; HEK293 M3R/RGS4 inducible, Fluo-4 calcium flux; stronger effect = higher value; triggered by carbachol at its EC20; 310,000 tested, 0.45% active;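 active = B-score, a plate-corrected calcium signal, over three deviations above library mean, with baseline fluorescence within five deviations of library mean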;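 also: RGS4 expression induced by doxycycline in cells with stable M3 receptor; B-score is computed from the integrated fluorescence ratio over baseline after carbachol; higher B-score means a larger calcium signal and so more RGS4 inhibition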
Target sequence (P49798 whole entry, looked up): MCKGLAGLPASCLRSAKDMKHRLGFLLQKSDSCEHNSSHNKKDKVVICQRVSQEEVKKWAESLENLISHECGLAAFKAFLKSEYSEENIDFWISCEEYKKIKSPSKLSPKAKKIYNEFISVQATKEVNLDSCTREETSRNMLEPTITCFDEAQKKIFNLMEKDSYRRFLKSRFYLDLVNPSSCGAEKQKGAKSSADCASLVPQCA
TRPC4 agonist: TRPC4 (mouse) channel activation; B-score at 10 µM; AID 2237; HEK293 TRPC4beta/mu-opioid, Fluo4 calcium fluorescence; stronger effect = higher value; Q9QUQ5; 310,000 tested, 0.49% active;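 active = B-score above 5 SD of library B-scores, and initial fluorescence ratio not above library mean plus 5 SD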;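 also: positive B-score marks a calcium rise read as TRPC4 activation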
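Assay system: HEK293 stable line with TRPC4beta plus mu-opioid receptor. Times: dye 45 min RT, read 110 s. Measured by: kinetic Fluo4 calcium fluorescence. Measure: B score of integrated ratio. Controls: assay buffer as low control, maximal DAMGO as high control.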
MrgX1 agonist: agonists of human MrgX1 receptor. MrgX1-HEK293 cells, Fluo-4 calcium fluorescence, agonist mode; stronger effect = higher value. B-score at 10 µM. 310,000 tested, 0.44% active. AID 588627;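 active = calcium response B-score plate-corrected fluorescence ratio at least 3 library SD, with starting fluorescence B-score inside 5 SD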
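Test system: HEK293 cells stably expressing human MrgX1 receptor; amount: 15,000 cells per well; doses: compound delivered in addition one of three; times: overnight plating before 1 h dye loading; detection: Fluo-4 NW calcium-flux fluorescence, kinetic read; read-out basis: B-scored fluorescence response ratio; controls: positive and negative controls per plate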
The depositor's hits bear a star; i = inactive; / = not tested or not shown.

molecule | TRPC4 agonist | MrgX1 PAM | RGS4 block | MrgX1 agonist | TRPC4 potent | TRPC6 inh | TRPC6 activator | TRPC4 inh | ANO1 activ | ANO1 block | MrgX1 antagonist
COc1ccc(/C=C/C(=O)OCC(=O)N2CC(=O)Nc3ccccc32)cc1 | i | i | i | i | i | i | i | i | i | i | i
O=C(CN(C(=O)CCC(=O)Nc1ccccn1)c1cccc(F)c1)NCc1ccc(F)cc1 | i | i | i | i | i | i | i | i | i | i | i
COc1cc(NS(=O)(=O)c2ccc(F)cc2)c(OC)cc1NC(=O)C1CC1 | i | / | i | / | i | i | i | i | / | / | /
CC(=O)c1c(COC(=O)c2cccc(C)c2)nc2ccccc2[n+]1[O-] | i | i | i | i | i | i | i | i | i | i | i
O=C(O)CCCC(=O)Nc1cc([N+](=O)[O-])ccc1O | i | i | i | i | i | i | i | i | i | i | i
Cc1ccc(CSC2=NCCN2C(=O)c2ccco2)cc1 | i | i | i | i | i | i | i | i | i | i | i
c1ccc2sc(SCSc3nc4ccccc4s3)nc2c1 | i | i | i | i | i | i | i | i | i | i | i
Cc1ccccc1NC(=S)NC(NC(=O)c1ccco1)C(Cl)(Cl)Cl (stereo not given) | i | i | i | i | i | i | i | i | i | i | i
Cc1ccc(-c2cc(-c3ccccc3)c(C#N)c(Br)n2)cc1 | i | i | i | i | i | i | i | i | i | i | i
Cc1n[nH]c(=O)c2c(NC(=O)CSc3nn(-c4ccccc4)c(=S)s3)oc(C)c12 | i | i | i | i | i | i | i | i | i | i | i
CCOC(=O)Cc1c(C)c2c(C)nn(-c3ccccc3)c2oc1=O | i | i | i | i | i | i | i | i | i | i | i
O=C(NCCO)/C(=C\c1ccco1)NC(=O)c1ccco1 | i | i | i | i | i | i | i | i | i | i | i
Cc1cccc(-n2cnc3c(c2=O)c2nc4ccccc4nc2n3Cc2ccco2)c1 | i | i | i | i | i | i | i | i | i | i | i
Cc1ccc(S(=O)(=O)NCC(=O)N2CCC(C)CC2)cc1 | i | i | i | i | i | i | i | i | i | i | i
CC1(C)CC(=O)C=C(NCCCNC2CCCCC2)C1 | i | i | i | i | i | i | i | i | i | i | i
COC(=O)c1ccccc1NC(=O)c1ccccc1N(C)S(=O)(=O)c1ccccc1 | i | i | i | i | i | i | i | i | i | i | i
Cc1c(OC(C)C(=O)NC2CC(C)(C)NC(C)(C)C2)ccc2c3c(c(=O)oc12)CCC3 (stereo not given) | i | i | i | i | i | i | i | i | i | i | i
CCCc1cnc(N2CCN(C(=O)c3ccc(OC)cc3)CC2)nc1 | i | i | i | i | i | i | i | i | i | i | i
CCCc1cc(=O)c2ccc(OC/C(C)=N/O)cc2o1 | i | i | i | i | i | i | i | i | i | i | i
CC(=O)Nc1ccc(N(C(=O)c2ccco2)C(C(=O)NC2CCCC2)c2ccc(N3CCOCC3)cc2)cc1 (stereo not given) | i | i | i | i | i | i | i | i | i | i | i
COc1ccc(CNC(=O)CCNS(=O)(=O)c2ccc3c(c2)oc(=O)n3C)cc1 | i | i | i | i | i | i | i | i | i | i | i
O=C(COc1ccc2c(-c3ccccc3)cc(=O)oc2c1)NCC(O)c1ccccc1 (stereo not given) | i | i | i | i | i | i | i | i | i | i | i
O=C(COc1ccc2ccccc2c1)NNC(=O)Cc1cccc2ccccc12 | i | i | i | i | i | i | i | i | i | i | i
COc1ccc(NC(=O)C(c2ccc(OC)cc2)N(Cc2ccco2)C(=O)CC2NC(=O)NC2=O)cc1 (stereo not given) | i | i | i | i | i | i | i | i | i | i | i
CCOC(=O)C1CCCN(C2=NC(=O)/C(=C/c3ccc(O)c(OC)c3)S2)C1 (stereo not given) | i | i | i | i | i | i | i | i | i | i | i
Cc1ccc2c(c1)nc(NCCCO)n2C | / | i | / | i | / | / | / | / | i | i | i
CCOc1ccc(NC2OC(C)C(O)C(O)C2O)c([N+](=O)[O-])c1 (stereo not given) | i | i | i | i | i | i | i | i | i | i | i
CSc1cc(-c2ccc(Cl)cc2)[nH]c(=O)c1C#N | i | i | i | i | i | i | i | i | i | i | i
C=CCNC(=O)C12CCC(C)(C(=O)[C@H]1Br)C2(C)C (stereo not given in full) | i | i | i | i | i | i | i | i | i | i | i
O=C(O/N=C1\CCS(=O)(=O)c2sccc21)c1c(F)cccc1F | i | i | i | i | i | i | i | i | i | i | i
O=C(CN(c1cccc(Cl)c1)S(=O)(=O)c1ccc(Cl)cc1)NCc1ccccn1 | i | i | i | i | i | i | i | i | i | i | i
CC(=O)c1ccc(N(CC(=O)NCc2ccc3c(c2)OCO3)C(=O)c2csnn2)cc1 | i | i | i | i | i | i | i | i | i | i | i
COc1ccccc1-c1c(C(F)(F)F)oc2cc(OS(C)(=O)=O)ccc2c1=O | i | i | i | i | i | i | i | i | i | i | i
Cc1ccc(-c2noc(CNS(=O)(=O)c3ccccc3)n2)cc1 | i | i | i | i | i | i | i | i | i | i | i
CC1CCC2C(=O)N(c3ccc(S(=O)(=O)c4ccccc4)cc3)C(=O)C2C1 (stereo not given) | i | i | i | i | i | i | i | i | i | i | i
CCOc1ccc2c(c1)ncn2Cc1ccccc1 | i | i | i | i | i | i | i | i | i | i | i
Cc1nn(Cc2c(F)c(F)c(F)c(F)c2F)c(C)c1NC(=O)c1ccc(COc2ccccc2Cl)cc1 | i | / | i | / | i | i | i | i | i | / | /
Cc1ccc2nc(SCC(=O)NC3CCCCC3)nc(=O)n2c1 | i | i | i | i | i | i | i | i | i | i | i
CSc1nnc(-c2cc(-c3ccc(C)cc3)nc3ccccc23)o1 | i | i | i | i | i | i | i | i | i | i | i
CCOC(=O)c1sc(N(Cc2ccccc2)C(=O)CSc2nnc(C3CC3)n2N)nc1C | i | i | i | i | i | i | i | i | i | i | i
CC(=O)NCCn1c(SCC(=O)NCC2CCCO2)nc2ccccc2c1=O (stereo not given) | i | i | i | i | i | i | i | i | i | i | i
O=C(Nc1ccccc1)N(Cc1ccccc1)CC(O)C(F)(F)F (stereo not given) | i | i | i | i | i | i | i | i | i | i | i
c1ccc(C2(CNc3ccccn3)CCCC2)cc1 | i | i | i | i | i | i | i | i | i | i | i
Cc1ccc(OCC(=O)NNC(=O)C2CCN(c3nccc(C)n3)CC2)cc1 | i | i | i | i | i | i | i | i | i | i | i
Cc1ccc(S(=O)(=O)NCC(=O)OCC(=O)Nc2ncc(Cl)cc2Cl)cc1 | i | i | i | i | i | i | i | i | i | i | i
COc1cc(/C=N/N2C(=O)c3ccccc3NC2(C)c2cccc([N+](=O)[O-])c2)cc(Br)c1O (stereo not given) | i | i | i | i | i | i | i | i | i | i | i
CCN(CC)CCNc1nc(-c2cccs2)c(CC(=O)O)s1 | i | i | i | i | i | i | i | i | i | i | i
Cc1c(NC(=O)CCC2CCCCC2)c(=O)n(-c2ccccc2)n1C | i | i | i | i | i | i | i | i | i | i | i
CC1=C(C(=O)OCC(C)C)C(c2cccc(F)c2)N2C(=O)C(C)SC2=N1 (stereo not given) | i | i | i | i | i | i | i | i | i | i | i
O=C(NCc1cccc(Cl)c1)c1ccc2nc(N3CCOCC3)sc2c1 | i | i | i | i | i | i | i | i | i | i | i
O=C(CCC(=O)OCC(=O)c1ccccc1)Nc1cccc2cccnc12 | i | i | i | i | i | i | i | i | i | i | i
COCCCNC(=S)Nc1ccc(S(=O)(=O)Nc2cc(OC)nc(OC)n2)cc1 | i | i | i | i | i | i | i | i | i | i | i
O=c1cc(O)c2ccccc2n1Cc1ccccc1Cl | i | i | i | i | i | i | i | i | i | i | i
CC(=O)c1ccccc1NS(=O)(=O)c1ccccc1Cl | i | i | i | i | i | i | i | i | i | i | i
Oc1c(/C=N/Nc2cccc3cccnc23)ccc2ccccc12 | i | i | i | i | i | i | i | i | i | i | i
COc1ccc(S(=O)(=O)N2CCN(c3ccccc3OC)CC2)cc1C(=O)N1CCCCC1 | i | i | i | i | i | i | i | i | i | i | i
Cc1cc(N2CCN(C(=O)/C=C/C(=O)O)CC2)c2ccccc2n1 | i | i | i | i | i | i | i | i | i | i | i
O=C(Nc1ccc(OC(F)F)c(Cl)c1)Nc1ccc2c(c1)OCO2 | i | i | i | i | i | i | i | i | i | i | i
O=C(c1ccccc1)N1CCN(C(=O)c2ccc3c(c2)OCO3)CC1 | i | i | i | i | i | i | i | i | i | i | i
CC(C)c1ccc(S(=O)(=O)c2nnn3c2nc(NCC2CCCO2)c2ccccc23)cc1 (stereo not given) | i | i | i | i | i | i | i | i | i | i | i

Other compounds
molecule | TRPC4 agonist | MrgX1 PAM | RGS4 block | MrgX1 agonist | TRPC4 potent | TRPC6 inh | TRPC6 activator | TRPC4 inh | ANO1 activ | ANO1 block | MrgX1 antagonist
O=C(NCC1CCCO1)c1ccccc1NS(=O)(=O)c1cccs1 (stereo not given) | i | i | i | i | i | i | i | i | i | i | i
CC(C)(C)c1ccc(C(=O)c2c[nH]c(C(=O)NCc3ccco3)c2)cc1 | i | i | i | i | i | i | i | i | i | i | i
COc1ccc(/C=N/NC(=O)C(=O)N2CCCC2)cc1 | i | i | i | i | i | i | i | i | i | i | i
COc1ccc(NC(C)=O)cc1NC(=O)CN1CCN(C(=O)c2ccco2)CC1 | i | i | i | i | i | i | i | i | i | i | i
CCN1CCN(Cc2c(O)ccc3c(=O)c(-c4ccccc4OC)coc23)CC1 | i | i | i | i | i | i | i | i | i | i | i
CC(C)CCNC(=O)c1cc2c(=O)n3ccccc3nc2s1 | i | i | i | i | i | i | i | i | i | i | i
CCC(CC)C(=O)Nc1cccc(S(=O)(=O)c2cccc(NC(=O)C(CC)CC)c2)c1 | i | i | i | i | i | i | i | i | i | i | i
CC(CC1C(C#N)=C(N)SC(N)=C1C#N)c1ccccc1 (stereo not given) | i | i | i | i | i | i | i | i | i | 100* | i

Source: PubChem (Johns Hopkins Ion Channel Center)
